Compound activity (PubChem BioAssay)
LMPTP block = blocks human LMPTP phosphatase. AID 651560. recombinant LMPTP-A, OMFP fluorogenic substrate, fluorescence intensity. 360,000 tested, 0.22% active. inhibition, % at 20 µM;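 active = compounds that cut the enzyme signal by at least half of the control window in the single-dose screen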;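 note: plate controls were DMSO wells with enzyme plus substrate for no effect and substrate without enzyme for full effect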
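Assay system: LMPTP-A, protein tyrosine phosphatase of low molecular weight / Medium: pH 6.0 Bis-Tris buffer with DTT and Triton X-100 / Schedule: 50 min enzyme reaction at room temperature, protected from light / Measured by: endpoint fluorescence intensity from OMFP dephosphorylation / Read-out basis: % inhibition relative to no-enzyme and uninhibited control wells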
DNMT1 inh = blocks human DNA methyltransferase DNMT1. P26358. DNMT1 molecular beacon, Hinp1I cleavage, fluorescence. inhibition (reported as % activation of signal), % at 10 µM. 360,000 tested, 0.83% active; in the data active = inhibition above about 50%
STEP block = inhibitors of human striatal-enriched phosphatase STEP | P54829 | recombinant STEP, OMFP fluorogenic substrate, fluorescence | inhibition, % at 20 µM | 360,000 tested, 0.25% active | AID 588621;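 active = inhibition at 20 µM, scaled per plate between control wells, above about 37%, limit read from the data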;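 note: 0% = DMSO with enzyme and substrate and 100% = substrate only without enzyme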
Target sequence (P54829 whole entry, looked up): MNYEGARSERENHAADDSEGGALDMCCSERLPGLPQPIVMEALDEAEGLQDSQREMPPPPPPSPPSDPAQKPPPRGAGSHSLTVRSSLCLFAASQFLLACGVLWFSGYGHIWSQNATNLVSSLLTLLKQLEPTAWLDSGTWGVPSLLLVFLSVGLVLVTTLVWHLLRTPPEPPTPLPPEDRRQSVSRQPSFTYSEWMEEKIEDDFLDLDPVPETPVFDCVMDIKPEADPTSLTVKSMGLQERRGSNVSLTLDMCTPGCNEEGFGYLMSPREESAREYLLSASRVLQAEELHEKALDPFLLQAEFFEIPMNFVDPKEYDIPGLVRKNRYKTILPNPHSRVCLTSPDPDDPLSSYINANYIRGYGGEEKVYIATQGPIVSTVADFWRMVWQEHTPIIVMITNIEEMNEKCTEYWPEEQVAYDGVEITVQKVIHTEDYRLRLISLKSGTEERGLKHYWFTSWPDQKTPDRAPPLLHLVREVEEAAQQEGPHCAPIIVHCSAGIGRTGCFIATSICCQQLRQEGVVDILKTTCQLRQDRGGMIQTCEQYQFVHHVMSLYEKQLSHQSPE
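material = STEP tyrosine phosphatase | reagent = fluorogenic phosphatase substrate OMFP at 25 µM final | doses = single compound dose of 20 µM, 1% DMSO final | schedule = 20 min reaction, room temperature, in the dark | measured by = fluorescence, 480/540 nm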
SUMO1-SIM PPI = alters human SUMO1 binding to SIM partners; SUMO1 binding to a labelled peptide, TR-FRET, 1 h; inhibition, % at 20 µM; 360,000 tested, 0.33% active; AID 602429; in the data active = inhibition above about 37%
MT1-MMP act inh = blocks activation of human MT1-MMP; GFP/RFP ratio change, % at 20 µM; HT1080 RFP-PRO-GFP cells, GFP/RFP ratio fluorescence, overnight; percent of plate control window, DMSO zero; P50281; AID 651647; 360,000 tested, 0.061% active;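 active = GFP/RFP ratio change of at least 30% with cell ATP level not reduced by more than half and red fluorescence within 50% of control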; note: strong numbers were not always called active
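Read-out: GFP/RFP fluorescence ratio; Test system: RFP-PRO-GFP reporter HT1080 cells; Compound dosing: single-point 20 µM compound, 1% DMSO; Times: overnight compound exposure at 37 °C.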
NadD block = inhibitors of Staphylococcus aureus NadD; purified NadD enzyme, colorimetric absorbance read-out; inhibition, % at 20 µM; 360,000 tested, 0.78% active; in the data active = inhibition above about 26%; note: some compounds past the cut are filed as inactive
NRP1-CendR mod = alters CendR peptide binding to human NRP-1 | FAM-RPARPAR peptide binding to NRP-1, fluorescence polarization | inhibition, % at 25 µM | 360,000 tested, 0.85% active;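 active = inhibition or corrected inhibition above about 18%, plus a signal ratio from 0.5 to 1.5, limit read from the data, passing the limit was not always enough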; note: strong numbers were not always called active
SKN-1 block = C. elegans SKN-1 inhibition. C. elegans VP596 Pgst-4::GFP/RFP ratio, acrylamide-induced, 24 h. AID 624304. inhibition, % at 21.8 µM. 360,000 tested, 0.49% active;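 active = interference check ratio from 0.5 to 1.5 plus GFP to RFP signal ratio inhibition reaching or exceeding a fixed threshold, cut at about 30% in these data, passing the limit was not always enough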; note: some compounds called inactive have numbers as strong as hits
Rpn11 inh = Rpn11 (human) deubiquitinase inhibition; 360,000 tested, 0.59% active; AID 588493; human 26S proteasome, Ub4-pepOG fluorescence polarization; 20S core pre-blocked with epoxomicin; calls only at 20 µM;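 active = inhibition at 20 µM, scaled to each plate's controls, above about 33%, limit read from the data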
Target sequence (O00487 whole entry, looked up): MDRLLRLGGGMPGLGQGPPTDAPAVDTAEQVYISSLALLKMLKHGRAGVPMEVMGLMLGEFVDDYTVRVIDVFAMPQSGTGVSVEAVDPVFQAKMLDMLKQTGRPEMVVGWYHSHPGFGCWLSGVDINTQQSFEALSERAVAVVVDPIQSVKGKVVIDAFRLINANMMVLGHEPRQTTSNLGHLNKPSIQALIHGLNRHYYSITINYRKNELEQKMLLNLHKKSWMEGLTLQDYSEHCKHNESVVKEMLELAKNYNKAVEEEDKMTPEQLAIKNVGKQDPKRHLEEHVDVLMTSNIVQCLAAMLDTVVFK
Scp1 inh = blocks human Scp-1 phosphatase activity | Recombinant Scp1, phosphopeptide, malachite green phosphate absorbance | inhibition, % at 20 µM | 340,000 tested, 0.88% active | AID 493091;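 active = inhibition above about 50% at 20 µM, limit read from the data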;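 note: plate controls were DMSO wells with enzyme for no effect and wells lacking enzyme for full effect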
Target sequence (Q9GZU7 76-261 limits assumed): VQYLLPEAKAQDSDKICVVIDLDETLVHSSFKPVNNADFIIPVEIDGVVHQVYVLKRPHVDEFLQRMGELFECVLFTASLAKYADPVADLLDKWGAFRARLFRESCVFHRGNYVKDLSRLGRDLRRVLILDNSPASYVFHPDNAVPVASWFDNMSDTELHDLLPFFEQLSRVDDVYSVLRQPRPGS
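Times: enzyme reaction 45 min at room temperature, colour 5 min, stabilisation 30 min. Material: SCP-1 catalytic fragment, aa 76-261. Medium: Acidic Tris acetate buffer with magnesium and detergent. Signal: colorimetric free-phosphate detection, absorbance 630 nm. Read-out basis: % inhibition of SCP-1 phosphate liberation. Reagent: Phosphorylated 17-residue peptide substrate.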
An asterisk follows results filed as active; i = inactive; · = no result given.

LMPTP block,DNMT1 inh,STEP block,SUMO1-SIM PPI,MT1-MMP act inh,NadD block,NRP1-CendR mod,SKN-1 block,Rpn11 inh,Scp1 inh,Structure
12,19,58*,6,-29,-5,4,5,i,-1,O=C(CCN1CCC(c2ccc(Cl)s2)=N1)c1ccc(Cl)s1
0.3,5,2,5,1,-3,0,-5,i,-7,Cc1cccc(C(=O)N[C@H](C(=O)Nc2ccc3c(c2)OCO3)C(C)C)c1
-1.2,0,1,-5,0,-3,-2,9,i,-15,O=C(Nc1cccnc1)c1ccc2snnc2c1
0.0,1,3,0,7,8,4,20,i,-7,COc1ccc(NC(=S)N2CCN(C/C=C/c3ccccc3)CC2)c(OC)c1
-2.0,6,-4,4,1,-5,-3,-18,i,·,C[C@H](CO)N1C[C@H](C)[C@@H](CN(C)Cc2ccc3c(c2)OCO3)OCc2cnnn2CCCC1=O
-0.8,3,-3,-2,0,4,6,4,i,0,Cc1ccccc1S(=O)(=O)/N=C(/c1ccccc1)N(C)C
1.9,10,6,-3,-7,-2,-20,4,i,-2,O=C1c2cc(O)c(O)cc2OC(c2ccc(O)c(O)c2)C1O (stereo not drawn)
-1.5,-1,0,-4,-1,-2,-8,-14,i,·,COC(=O)c1cccc(NC(=O)CCN2C(=O)NC(C)(C)C2=O)c1
-0.3,-2,1,6,3,-5,-11,-16,i,-8,CC(=O)Nc1sc2c(c1C(c1ccccc1Cl)N1CCN(CCO)CC1)CCCC2 (stereo not drawn)
0.0,-3,-1,0,-1,-5,8,11,i,-3,O=C(CCc1ccccc1)Nc1nccs1
-0.4,4,0,5,-1,4,-9,4,i,-6,COc1ccc(Cc2nnc(NC(=O)C(C)(C)C)s2)cc1
-0.2,1,1,1,6,12,12,8,i,-5,CCCc1cc(=O)n2[nH]c(NC(=O)c3ccco3)nc2n1
-0.6,-6,3,-15,-4,2,1,-7,i,0,CC(=O)N1CCc2c(sc(NC(=O)CN3C(=O)c4ccccc4C3=O)c2C(N)=O)C1
-0.7,4,-1,-2,1,20,17,15,i,-4,CCc1cc(-c2n[nH]c(=S)n2-c2ccccc2C)cs1
-0.9,-1,-2,4,5,-4,0,-5,i,-6,O=C(CCNC(=O)c1ccccc1)NCCc1ccc(Cl)cc1
2.3,-4,-2,6,0,-7,3,-9,i,-10,COc1ccc(CCNC(=O)c2oc3ccc(OC)cc3c2C)cc1
8.5,-14,1,-5,-55,12,-106,15,·,-8,CCN1CCN(Cc2c(O)ccc3c2O/C(=C\C=C\c2ccccc2OC)C3=O)CC1
-0.1,7,-9,3,6,1,0,0,i,-3,COc1cccc(C(=O)Nc2nc3ccc(S(C)(=O)=O)cc3s2)c1
1.6,-4,0,3,6,-9,-4,5,i,-5,COc1ccc2[nH]cc(CCNS(=O)(=O)Cc3ccccc3)c2c1
-1.6,3,-4,0,1,-3,2,8,i,-1,COc1ccc(N(CC(=O)NCc2cccs2)S(=O)(=O)c2c(C)nn(C)c2C)cc1
0.2,3,-4,2,2,-11,6,7,i,2,O=C(COC(=O)c1c(F)cccc1Cl)NC1CCCC1
-1.5,2,-1,-2,1,-3,-12,-1,i,-3,O=C(O)CCC(=O)N1CCc2cc(S(=O)(=O)NCc3cccs3)ccc21
0.0,2,-1,0,2,-2,-10,1,i,-14,CCOc1ccc(C(C)=O)cc1COc1ccc(-n2cnnn2)cc1
-8.1,-2,0,-24,-2,1,3,-2,i,-5,O=C(CSc1ccc(Br)cc1)NCC(c1cccs1)N1CCOCC1 (stereo not drawn)
4.2,-1,0,1,-10,0,-8,18,i,-14,CC(C)C(=O)Nc1cccc(COc2ccccc2CN(Cc2ccccc2)C(=O)OC(C)(C)C)c1
0.9,4,0,-5,-8,-1,15,4,i,-8,COc1ccccc1N1CCN(C(c2cccs2)C(C)NC(=O)c2cccs2)CC1 (stereo not drawn)
0.8,-2,-1,5,-4,0,6,8,i,-5,COC(=O)c1ccc(COC(=O)CNS(=O)(=O)c2ccc(C)cc2)cc1
-0.6,0,2,3,-2,-4,-21,19,i,-7,CCOc1ccc(CCNC(=O)CN2C(=O)NC3(CCCc4ccccc43)C2=O)cc1OCC (stereo not drawn)
-0.1,2,-3,2,15,6,-5,19,i,55*,CSc1n[nH]c(NCc2ccc(C)cc2)n1
-0.7,-10,2,0,-2,6,-7,10,i,0,Cc1onc(-c2ccccc2)c1C(=O)Nc1ccc(-c2nnc3n2CCCCC3)cc1

2 compounds picked at random from those above, as already listed:
LMPTP block,DNMT1 inh,STEP block,SUMO1-SIM PPI,MT1-MMP act inh,NadD block,NRP1-CendR mod,SKN-1 block,Rpn11 inh,Scp1 inh,Structure
2.3,-4,-2,6,0,-7,3,-9,i,-10,COc1ccc(CCNC(=O)c2oc3ccc(OC)cc3c2C)cc1
0.0,2,-1,0,2,-2,-10,1,i,-14,CCOc1ccc(C(C)=O)cc1COc1ccc(-n2cnnn2)cc1

Continuation:
LMPTP block,DNMT1 inh,STEP block,SUMO1-SIM PPI,MT1-MMP act inh,NadD block,NRP1-CendR mod,SKN-1 block,Rpn11 inh,Scp1 inh,Structure
-1.6,-1,2,0,2,0,6,-6,i,0,Cc1ccc(C2CC(c3ccc(F)cc3)Nc3nc(N)nn32)cc1 (stereo not drawn)
1.0,5,2,0,-2,-5,4,8,i,-5,COc1ccc(Cl)cc1NC(=O)CCN1C(=O)C2C3CCC(C3)C2C1=O (stereo not drawn)
-0.4,7,-1,-1,-5,-1,-5,-27,i,-15,O=C(NC(c1ccccc1)c1ccccc1)c1ccc(Br)o1
-1.4,0,-1,-1,5,0,-4,-1,i,-1,Cc1cc(C)cc(NC(=S)NCCc2ccc(S(N)(=O)=O)cc2)c1
3.1,-10,1,-2,-9,3,2,4,i,-3,COc1ccc(C)cc1NC(=O)C(Sc1nnc(Nc2ccccc2F)s1)c1ccccc1 (stereo not drawn)
-1.6,-2,-4,0,7,-5,13,8,i,-1,CCC1(C)NC(=O)N(/N=C/c2cc(OC)c(O)c(OC)c2)C1=O (stereo not drawn)
1.0,-10,8,1,-2,-7,10,-7,i,-2,COCCN1CCN(c2cc(-c3ccccc3)nc3cc(-c4cccc(F)c4)nn23)CC1
-1.2,0,2,-7,-1,5,-6,22,i,-1,Cc1ccccc1NC(=O)c1ccc(C)c(S(=O)(=O)N2CCN(C)CC2)c1
0.8,8,2,6,2,-4,-3,-2,i,2,CC(=O)Nc1ccc(C(=O)CSc2nnnn2C2CCCC2)cc1
0.3,0,-1,3,2,-1,-32,2,i,-11,O=C(NC1CCN(C(=O)Nc2ccc(F)cc2)CC1)c1cccc(F)c1
-1.0,2,2,0,·,4,-4,1,i,7,CC(C)Cn1c(SC(C)C(=O)NC2CC2)nnc1-c1ccccc1F (stereo not drawn)
-0.3,1,-2,6,2,-5,6,6,i,-3,O=C(O)[C@H](Cc1ccccc1)NC(=O)N1CCN(c2ccccc2)CC1
1.1,6,0,-14,-9,-8,7,20,i,-12,CC(C)C(=O)Nc1c(C(=O)c2ccc(F)cc2)oc2ccccc12
-1.2,1,-2,-4,-3,-5,15,9,i,-1,C/C(=N/NC(=O)c1cccc(N2CCCC2=O)c1)c1ccncc1
-1.3,1,2,16,2,-7,9,-8,i,1,CC1(C)C(C=C(Cl)Cl)C1C(=O)N1CCN(Cc2ccccc2)CC1 (stereo not drawn)
0.9,-14,1,-2,-6,9,-7,27,i,2,CC(=O)Nc1cccc(NC(=O)CSc2nnc(Cc3cccn3C)n2-c2ccc(F)cc2)c1
0.8,-3,4,14,-2,-2,-22,11,i,-14,CCCC(=O)NC(=S)Nc1c(C)cc(Br)cc1C
2.5,·,·,-5,-11,·,-1,-8,·,·,O=C(Nc1ccc2ccccc2c1)C(c1ccccc1F)n1c(=O)c(-c2cc3ccccc3[nH]2)nc2ccccc21 (stereo not drawn)
1.2,-2,2,-3,5,-3,-10,-14,i,·,COc1ccc(C(C)(O)c2nc(-c3cccc(C#N)c3)cs2)cc1 (stereo not drawn)
0.3,5,-1,5,-1,1,3,0,i,·,CCc1nc2c(OCc3ccccc3C(=O)OC)cccn2c1N(C)C(=O)c1ccncc1
2.6,-4,-1,5,3,-9,0,-4,i,-7,CCCCCn1c(=O)c(Cc2ccccc2)c(O)c2ccccc21
1.4,-2,2,-12,-1,1,5,-8,i,-9,c1ccc2c(-c3nn4nnnc4c4ccccc34)cccc2c1
-1.3,-4,18,-24,-8,12,-1,17,i,-3,CCS(=O)(=O)c1cc([N+](=O)[O-])c(Sc2ccccc2N)s1
-1.4,0,-3,-29,0,1,-5,-12,i,·,O=[N+]([O-])c1cccc(S(=O)(=O)Nc2ccccn2)c1
-1.2,2,0,-42,3,0,10,3,i,-7,O=C1c2cc([N+](=O)[O-])ccc2-c2ncccc21
-1.3,-3,-16,1,5,-7,-5,3,i,-6,CC(C)Oc1cccc(C(=O)Nc2ccc(NC(=O)c3ccco3)cc2)c1
-0.7,0,-3,-4,5,2,16,3,i,-7,O=C1OCCC1Sc1nnc(-c2ccc(Br)cc2)o1 (stereo not drawn)
-0.7,0,1,3,2,4,2,-12,i,-4,CCOc1ccc(/C=C2/C(=N)N3OC(C)=CC3=NC2=O)cc1OC
4.7,41,2,-5,-5,38*,0,2,i,·,Cc1ccc(C2CC(c3cccs3)=NN2C(=O)CSc2nc(=O)n3ccc(C)cc3n2)cc1 (stereo not drawn)
3.9,-14,0,1,1,-1,-4,1,i,-8,O=C(Nc1ccc(Cl)c(Cl)c1)c1ccc(Cn2cc(Cl)cn2)cc1

Profiles from above:
CCc1nc2c(OCc3ccccc3C(=O)OC)cccn2c1N(C)C(=O)c1ccncc1 in the list: LMPTP block = 0.3; DNMT1 inh = 5; STEP block = -1; SUMO1-SIM PPI = 5; MT1-MMP act inh = -1; NadD block = 1; NRP1-CendR mod = 3; SKN-1 block = 0; Rpn11 inh = i; Scp1 inh = ·
c1ccc2c(-c3nn4nnnc4c4ccccc34)cccc2c1 in the list: LMPTP block = 1.4; DNMT1 inh = -2; STEP block = 2; SUMO1-SIM PPI = -12; MT1-MMP act inh = -1; NadD block = 1; NRP1-CendR mod = 5; SKN-1 block = -8; Rpn11 inh = i; Scp1 inh = -9

The listing continues.
LMPTP block,DNMT1 inh,STEP block,SUMO1-SIM PPI,MT1-MMP act inh,NadD block,NRP1-CendR mod,SKN-1 block,Rpn11 inh,Scp1 inh,Structure
1.9,0,5,-17,12,25,2,3,i,3,COCc1cc(C)nc(OCC(=O)N/N=C/c2ccc(-c3cc([N+](=O)[O-])ccc3C)o2)c1C#N
-1.9,0,-1,-10,-7,2,0,12,i,-9,COc1ccccc1/C=C/C(=O)NC(=S)N1CCN(C)CC1
-0.6,2,-2,-23,-6,-10,0,14,i,-7,CCOC(=O)N1CCN(c2nc3c(C)cccn3c(=O)c2C=O)CC1
0.4,1,2,1,-7,1,1,3,i,3,S=C(NCCc1cccc(Cl)c1)NC1CCCCC1
-2.6,2,-2,12,0,-15,6,-31,i,-12,CCc1ccc(CNc2ccc3c(c2)ncn3CC)cc1

The order is random. About 3.9% of those tested had a hit in this group.
